Compound activity deposited in PubChem by National Center for Advancing Translational Sciences (NCATS).
KAT2A inh: GCN5L2 (KAT2A) acetyltransferase inhibition | 390,000 compounds, 0.21% hits | AID 504327 | Q92830 | Potency, µM (top dose mostly 58.9 µM), without a hit: top-dose activity change, negative = inhibition, actives largely listed as inhibitors | GCN5L2 HAT assay, ThioGlo1 CoA-SH fluorescence
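GCN5L2 (20nM final) in 50mM HEPES, 0.1mM EDTA pH 7.5, 0.01% Tween-20 was preincubated 15 min at room temperature with compound, then given ThioGlo1 (50uM), H3(1-25) peptide (75uM) and acetyl-CoA (70uM); CoA-thiol fluorescence (Ex340/Em540) was read at 0 and 20 min.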
TDP1 block: blocks human tyrosyl-DNA phosphodiesterase 1; Potency, µM (titrated, usually from 130 µM), for inactives: at the top dose activity change, negative = inhibition, actives largely listed as inhibitors; 350,000 compounds, 0.28% hits; recombinant TDP1, AlphaScreen DNA substrate cleavage; Q9NUW8; further: nearly all actives have a fitted effect of over 40% in size
Target sequence (Q9NUW8 whole entry, looked up): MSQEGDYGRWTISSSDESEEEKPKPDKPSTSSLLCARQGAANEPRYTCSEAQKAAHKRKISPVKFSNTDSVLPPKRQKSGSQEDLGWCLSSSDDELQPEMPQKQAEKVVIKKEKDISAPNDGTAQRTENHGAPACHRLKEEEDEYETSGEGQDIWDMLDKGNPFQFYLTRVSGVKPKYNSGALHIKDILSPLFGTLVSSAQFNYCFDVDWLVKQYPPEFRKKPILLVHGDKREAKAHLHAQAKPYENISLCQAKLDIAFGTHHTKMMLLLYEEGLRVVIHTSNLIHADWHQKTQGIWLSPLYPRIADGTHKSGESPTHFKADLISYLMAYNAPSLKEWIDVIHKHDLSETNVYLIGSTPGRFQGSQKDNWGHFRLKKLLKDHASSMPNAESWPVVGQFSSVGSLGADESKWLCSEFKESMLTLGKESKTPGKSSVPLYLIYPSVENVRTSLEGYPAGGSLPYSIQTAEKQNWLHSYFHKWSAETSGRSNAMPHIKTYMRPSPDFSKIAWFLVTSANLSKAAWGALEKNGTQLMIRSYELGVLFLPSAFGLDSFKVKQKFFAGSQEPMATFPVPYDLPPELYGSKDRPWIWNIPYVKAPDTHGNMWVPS
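Tdp1 1 nM final; 15 min RT w/ cpd; substrate 15 nM, 5 min; beads 10 ug/ml, 10 min; AlphaScreen read. Neg ctrl: no enzyme.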
DT40 TDP1 no CPT: qHTS for Inhibitors of human tyrosyl-DNA phosphodiesterase 1 (TDP1): qHTS in cells in absence of CPT | DT40 Tdp1-/- hTDP1 cells, no CPT, ATP luminescence, 48 h | Potency, µM (top dose mostly 46.2 µM), inactives show at the top dose activity change, negative = growth inhibition, usual class: inhibitors | 420,000 compounds, 15% hits; further: nearly all actives have a fitted effect of over 55% in size
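No-CPT arm: Tdp1-/-;hTDP1 DT40 cells (400/well) plus compounds, incubated ≥48 hr at 37 °C. Readout CellTiter-Glo luminescence.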
The depositor's hits bear a star; ? = inconclusive; . = not tested or not shown; & = joins results of further samples; [ ] = dose if it differs, or a comment. The call rests on the fitted dose curve; in most records, active means well fitted curve in the direction sought with a large enough effect; inconclusive means small, poorly fitted or top-dose-only effect, or another doubt; inactive means no such curve, though single readings can be large; an effect the other way counts as inactive or inconclusive. On the % scale 0 is the no-effect control and ±100 the full control effect; potency means the concentration at half of the fitted maximal effect. These rows are one share of the data. The share of hits here may be higher or lower than overall.

SMILES	KAT2A inh	TDP1 block	DT40 TDP1 no CPT
CC(=O)c1c(C)[nH]c(C(=O)CN2CCN(S(=O)(=O)c3ccccc3)CC2)c1C	-16%	2%	?
COc1ccc2nc(Cl)c(C3CC(c4ccco4)=NN3C(=O)CCCC(=O)O)cc2c1 (centres undefined)	?	-5%	-4%
Cc1ccc(CN2CCC(CNC(=O)Nc3ccccc3F)CC2)cc1	-16%&-6%	2%	?
COc1ccc(S(=O)(=O)N(C)Cc2nc(-c3cccc(C)c3)no2)cc1	-4%	2%	?
CCOc1ccc(S(=O)(=O)Nc2nc3ccccc3nc2Nc2ccc(N3CCOCC3)cc2)cc1	-17%	2%	?
CCOC(=O)Cc1c(C)nc2c(-c3ccccc3)c[nH]n2c1=O	-30%	5%	2.3µM*
CC(C)NC(=O)CN1CCN(C(=O)CCl)CC1	2%	0%	3%
c1coc(-c2nc3ccccn3c2Nc2ccc3c(c2)OCCO3)c1	-6%	15%	-92%
COc1cc(C2C(C#N)=C(N)Oc3c2ccc2ccccc32)ccc1OCC(=O)Nc1ccc(C)cc1 (centres undefined)	-11%	-2%	?
O=C(c1cc(-c2ccco2)on1)N1CCOCC1	-30%	2%	-6%
O=C(CCl)N(c1ccccc1)C1CCS(=O)(=O)C1 (centres undefined)	2%	3%	8.2µM*
COc1cccc(C=Nc2cc(C)on2)c1O	1%	-2%	-11%
O=C(N/N=C/c1cccc([N+](=O)[O-])c1O)C(O)(c1ccccc1)c1ccccc1	-15%	5%	26µM*
CCC1CN(C(=O)N2CCC(C(=O)N3CCN(c4cccc(C)c4C)CC3)CC2)c2ccccc2O1 (centres undefined)	-12%	3%	5.8µM*
CCCS(=O)(=O)c1c(S(=O)(=O)CCC)c2cc(CC)ccn2c1C(=O)c1ccc(OC)cc1	-7%	.	?
O=C(O)c1ccc(NC(=O)c2ccc(COc3ccccc3)o2)cc1	2%	.	-4%
COc1ccc(S(=O)(=O)NC2CCSc3ccccc32)cc1OC (centres undefined)	2%	-2%	-6%
COC(=O)c1ccc(NC(=O)CN(C)S(=O)(=O)c2ccc3c(c2)CCCC(=O)N3)cc1	2%	0%	.
CC(C)NC(=O)c1ccccc1N(Cc1ccccc1)S(C)(=O)=O	0%	2%	-13%
CS(=O)(=O)c1ccc2sc(NC(=O)c3cc4ccccc4o3)nc2c1	-25%	.	23µM*
CN(Cc1ccccc1)Cc1nc2c(c(=O)n(C)c(=O)n2C)n1Cc1ccc(F)cc1	1%	-1%	?
Cc1ccc(-c2nnnn2C2C/C(=N\NC(N)=S)C3OCC2O3)cc1 (centres undefined)	-10%	5%	20%
C/C(=N\OCc1ccc(C#N)cc1)c1ccccc1	5%	-3%	25%
CCOC(=O)Cc1c(C)nc2c(-c3ccc(OC)cc3)c(C)nn2c1C	-3%	5%	23µM*
COc1cccc(C(=O)Nc2ccc3nc(N4CCOCC4)cc(C)c3c2)c1	-7%	5%	21µM*
CCOC(=O)c1c(C)[nH]c(C)c1S(=O)(=O)NC1CCN(C(=O)OCC)CC1	-1%	5%	12%
O=C(CSc1nnc(-c2cccs2)o1)OCc1ccccc1	-8%	-6%	-17%
Cc1ccc(-n2nc3c(c2NC(=O)C(C)C)CS(=O)(=O)C3)cc1	1%	3%	3%
CCN(CC)CCNC(=O)c1ccc(NC(=O)C2CC(=O)N(c3ccc4c(c3)OCCO4)C2)cc1 (centres undefined)	-5%	0%	-8%
NC(=O)c1ccc(NC(=O)COC(=O)CCC(=O)c2ccc(Cl)cc2)cc1	-9%	-3%	6%

An excerpt of these results, in markdown.
| SMILES | KAT2A inh | TDP1 block | DT40 TDP1 no CPT |
| --- | --- | --- | --- |
| COc1cccc(C(=O)Nc2ccc3nc(N4CCOCC4)cc(C)c3c2)c1 | -7% | 5% | 21µM* |
| CCOC(=O)c1c(C)[nH]c(C)c1S(=O)(=O)NC1CCN(C(=O)OCC)CC1 | -1% | 5% | 12% |
| O=C(CSc1nnc(-c2cccs2)o1)OCc1ccccc1 | -8% | -6% | -17% |
| Cc1ccc(-n2nc3c(c2NC(=O)C(C)C)CS(=O)(=O)C3)cc1 | 1% | 3% | 3% |

Later entries:
SMILES	KAT2A inh	TDP1 block	DT40 TDP1 no CPT
Cc1c(C(=O)NCc2cccs2)oc2ccc(S(=O)(=O)N3CCOCC3)cc12	-8%	1%	?
COc1ccc(NC(=O)c2cc3c(s2)CCC3)cc1S(=O)(=O)N1CCOCC1	-10%	-2%	-25%
O=C(CCn1c(=S)[nH]c2ccccc2c1=O)NCC1CCCO1 (centres undefined)	-24%	5%	-16%
CCC(CCC(=O)NNC(=O)Cc1ccc([N+](=O)[O-])cc1)C(=O)O (centres undefined)	1%	2%	7%
COc1ccc(-c2nn(CCC#N)cc2C(=O)Nc2cccc(C(=O)O)c2)cc1OC	-2%	.	2%
Cc1ccc2c(=O)cc(C(=O)Nc3sc4c(c3C(N)=O)CCCC4)oc2c1	-15%	-2%	-5%
O=C(Nc1ccccc1F)c1cnc(N2CCCCC2)c2ccccc12	-9%	-14%	23µM*
Cc1ccc(C(=O)N(c2c(C)n(C)n(-c3ccccc3)c2=O)C(C)C)cc1	-7%[0.501 µM]	5%	18%
COc1ccc2nnc(-c3ccc(C(F)(F)F)cc3)n2n1	1%	.	?
CC(C)COc1cccc(C(=O)Nc2ccc(S(=O)(=O)N3CCOCC3)cc2)c1	-14%	9%	?
CN(CC(=O)Nc1c(Cl)cccc1Cl)C(=O)c1cc2ccccc2cc1O	-9%	-6%	?
NS(=O)(=O)c1ccc(NC(=O)CCCCCN2C(=O)c3ccccc3C2=O)cc1	-16%	-1%	-20%
COC(=O)/C(C#N)=C\c1c(OC)[nH]c2ccccc12	-4%	-1%	9.2µM*
Nc1nc2c(Cl)cc(Cl)cc2s1	-10%	5%	?
CCOC(=O)c1c(N)sc(N)c1C(=O)OCC	-17%	5%	5.2µM*

Part of the list above, limited to TDP1 block and DT40 TDP1 no CPT.
| SMILES | TDP1 block | DT40 TDP1 no CPT |
| --- | --- | --- |
| COc1ccc2nnc(-c3ccc(C(F)(F)F)cc3)n2n1 | . | ? |
| Nc1nc2c(Cl)cc(Cl)cc2s1 | 5% | ? |
| CCC(CCC(=O)NNC(=O)Cc1ccc([N+](=O)[O-])cc1)C(=O)O (centres undefined) | 2% | 7% |
| O=C(CCn1c(=S)[nH]c2ccccc2c1=O)NCC1CCCO1 (centres undefined) | 5% | -16% |

Other results follow.
SMILES	KAT2A inh	TDP1 block	DT40 TDP1 no CPT
Cc1ccc(C)c(C(=O)NC(C)c2ccc(-n3ccnc3)cc2)c1 (centres undefined)	-5%	4%	-19%
COc1ccc(-c2cc(C(=O)N3CC(C)CC(C)C3)c3ccccc3n2)cc1OC (centres undefined)	-2%	0%[0.505 µM]	?
OCCNC1=NCCN1	?	2%	-5%
CC(C)(C)C(=O)Nc1ccc(-c2nc3ccccc3c(=O)o2)cc1	-4%	3%	-14%
O=C(CN1CCN(c2ccc(Cl)cc2)CC1)Nc1ccc(F)cc1	-6%	5%	-25%
CC1CCc2c(sc(NC(=O)c3cccn3C)c2C(N)=O)C1 (centres undefined)	-10%	2%	?
COc1ccc(N2CCN(CCNS(=O)(=O)c3ccc(C)cc3)CC2)cc1	0%	0%	?
CCOCCOC(=O)C(C)Oc1ccc(Oc2nc(Cl)ccc2Cl)cc1 (centres undefined)	0%	.	-20%
CC(C)OCCCNC(=O)NC(=O)c1ccc(Cl)cc1	0%	0%	26µM*
Cc1ccc(OCCCN2CCCC2)c(C)c1	0%	0%	-20%
COC(=O)Nc1nnc(-c2ccccc2Cl)s1	-1%	4%	-15%
Cn1c(=O)oc2cc(S(=O)(=O)CCC(=O)NCCc3ccc(Cl)cc3)ccc21	16%	2%	5%
COc1ccc(OC)c(NC(=O)CN(Cc2ccccc2)S(C)(=O)=O)c1	-11%	5%	-4%
COC(=O)CNC(c1ccccc1)c1cc(Br)ccc1NC(=O)c1cc(OC)c(OC)c(OC)c1 (centres undefined)	-17%	1%[12.3 µM]	7.3µM*
COc1ccc(C(=O)COC(=O)CNS(=O)(=O)c2ccc(C)cc2)cc1	29%	3%	-5%
O=C(CCN1C(=O)COc2ccccc21)NCCN1CCN(c2cccc(Cl)c2)CC1	0%	2%	?
c1ccc(CN2CCC(Nc3nc(-c4cccs4)nc4ccccc34)CC2)cc1	-11%	11%	18µM*
CSCCC(NC(N)=O)C(=O)Nc1cccc(S(=O)(=O)N2CCOCC2)c1 (centres undefined)	-3%	-2%	0%
COC(=O)c1nn(-c2ccccc2)c2nnc(Cc3ccc(C)cc3)c(=O)n12	-3%	3%	-7%
CCc1ccc(C2CC(c3ccc(Cl)cc3)n3nc(N)nc3N2)cc1 (centres undefined)	-3%	.	?
COCCCNC(=O)Cc1c(C)c2cc3c(cc2oc1=O)OC(C)(C)CC3	-6%	.	26µM*
CC(C)C(=O)Nc1cccc(C(=O)Nc2cc([N+](=O)[O-])ccc2F)c1	2%	3%	?
CCN1C(N(C)CCc2c[nH]c3ccccc23)=N[C@@H](c2cccc(C(F)(F)F)c2)C(C(=O)OC)=C1C	-2%	6%	23µM*
Cc1ccc(C(=O)COC(=O)C(C)N2C(=O)C3C4CCC(C4)C3C2=O)cc1C (centres undefined)	0%	0%	-4%
Cc1ccc(CNC(=O)c2oc3c(c2C)-c2nn(Cc4ccc(Cl)cc4)cc2CC3)cc1	-3%	1%	9.2µM*
CC(=O)Nc1ccc(-n2cc3c(c2-c2ccc(C)cc2)c(=O)n(C)c(=O)n3C)cc1	-4%	6%	?
CCCCCCCCC[n+]1cccc2c3ccccc3ccc21	17%	3%	0.46µM*
CC1=C(C(=O)OC2CCCCCC2)C(c2ccc(Cl)cc2Cl)CC(=O)N1 (centres undefined)	-10%	-2%	16µM*
NS(=O)(=O)c1ccc(CCNC(=O)C2CCN(S(=O)(=O)c3cnc[nH]3)CC2)cc1	-7%	3%	-11%
Cc1ccc(CNC(=O)[C@H](C)[C@H]2C[C@]2(C)[C@H](NC(=O)OCc2ccccc2)c2ccccc2)o1	-2%	4%&9%	16µM*
CN1CCN(C(=O)CSc2ccc(C(F)(F)F)cc2[N+](=O)[O-])CC1	0%	1%	-20%
CCN(c1ccccc1)S(=O)(=O)c1ccc(Oc2ccc([N+](=O)[O-])cc2)nc1	-8%	.	?
CCc1nn2c(=O)cc(COc3ccc(/C=C(\C#N)C(=O)Nc4ccc(F)cc4)cc3OC)nc2s1	-3%	6%	?
Cc1oc(/N=C/c2ccc(Cl)cc2)c(C#N)c1C	-1%	1%	-30%
O=S1(=O)N=C2CCCCCN2C(c2ccc(Br)cc2)N1 (centres undefined)	-11%	-5%	3%
COCC(=O)N1CCC[C@@]2(CCN(Cc3ccccc3)C2)C1	16%	.	-6%
Cc1ccc(NC(=O)CN(C)C(=O)c2cccc(Br)c2)cc1	-12%	.	?
O=C(NCCN1C(=O)S/C(=C\c2ccccc2Cl)C1=O)C1=COCCO1	-3%	1%	6.5µM*
C/C(=N\NC(=O)c1cccnc1)c1ccccc1	0%	5%	3%
CCC(=O)c1ccc(OCC(=O)Nc2ccc(N3CCOCC3)cc2N2CCOCC2)cc1	-26%	2%	-12%
CN(C)CCNC(=O)C1CCN(c2ncnc3c2nc2n3CCCCC2)CC1	-10%	5%	-1%
O=C(Nc1nc2ccccc2s1)C1CC(=O)N(c2ccc(F)cc2)C1 (centres undefined)	.	4%	-19%
Cn1cc(-c2nnnn2-c2cccc(C(F)(F)F)c2)c(C(F)(F)F)n1	2%	-3%	-22%
O=C(OCC(=O)c1cccs1)c1ccccc1	-2%	-6%	-9%
COc1ccc(CCNC(=O)CCCCCN2C(=O)[C@@H]3Cc4ccccc4CN3C2=O)cc1OC	-2%	1%	?

Some of the entries so far, with two lines to a compound:
Each structure is followed by: KAT2A inh | TDP1 block | DT40 TDP1 no CPT
COCCCNC(=O)Cc1c(C)c2cc3c(cc2oc1=O)OC(C)(C)CC3
 : -6% | . | 26µM*
CC(C)C(=O)Nc1cccc(C(=O)Nc2cc([N+](=O)[O-])ccc2F)c1
 : 2% | 3% | ?
CCN1C(N(C)CCc2c[nH]c3ccccc23)=N[C@@H](c2cccc(C(F)(F)F)c2)C(C(=O)OC)=C1C
 : -2% | 6% | 23µM*
Cc1ccc(C(=O)COC(=O)C(C)N2C(=O)C3C4CCC(C4)C3C2=O)cc1C (centres undefined)
 : 0% | 0% | -4%
